Source: PubChem BioAssay (National Center for Advancing Translational Sciences (NCATS))
AMA1 RON2 block: inhibitors of Plasmodium falciparum AMA1-RON2 interaction. Potency, µM (top dose mostly 58.2 µM), for the others: at the highest dose activity change, negative = inhibition, usual class: inhibitors. hit rate 0.2% among 360,000. AlphaScreen AMA1-biotinylated RON2 peptide binding;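 note: 0% = vehicle wells and -100% = peptide control; nearly all actives have a fitted effect of over 45% in size; some results filed as inactive show a strong effect at the top dose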
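AMA1 (3D7) with his tag at 25 nM final met compounds first, then biotinylated RON2 peptide at 25 nM; detection used donor plus acceptor beads, 10 µg/mL apiece, read by AlphaScreen after 30 min at room temperature.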
TbPYK inhibitor: blocks Trypanosoma brucei pyruvate kinase; hit rate 0.12% among 410,000; Q57TT1; TbPYK enzyme, Kinase-Glo Plus ATP luminescence, 45 min; Potency, µM (titrated, usually from 76.8 µM), without a hit: at the highest dose activity, negative = inhibition, hits mostly inhibitors; note: nearly all actives have a fitted effect of over 50% in size
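Luminescence from Kinase-Glo Plus, added after a 45-minute room-temperature reaction, served as the end-point read-out. The enzyme and substrate were preincubated with compound before ADP (130 uM final) initiated turnover. Concentration-effect curves came from normalized qHTS data.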
Active calls of the source: *; ? = inconclusive; [ ] = remark or other dose. Calls come from the whole dose curve; as a rule, active = well fitted curve in the direction sought with a large enough effect; inconclusive = small, poorly fitted or top-dose-only effect, or another doubt; inactive = no such curve, though single readings can be large; an effect the other way counts as inactive or inconclusive. Unless noted, % is set by controls: 0 for no effect and ±100 for the full control effect; potency is the fitted concentration of half-maximal effect. These rows are one share of the data, so the mix of outcomes need not match the whole.

SMILES	AMA1 RON2 block	TbPYK inhibitor
CC(O)(c1ccc(F)c(F)c1)c1nc(-c2cccc3cccnc23)cs1 (stereo not given)	-5%	-5%
COc1ccc2sc(-c3ccccc3OC)c(-c3ccc(SC)cc3)c2c1	-18%	-1%
C[C@H]1CN([C@@H](C)CO)S(=O)(=O)c2ccc(Br)cc2O[C@H]1CN(C)Cc1ccc(F)cc1	-3%	7%
CN(C)c1ccc(NC(=O)Nc2ccc3c(c2)c(=O)n(C)n3Cc2ccccc2)cc1	?	-6%
O=C(OCc1ccccc1)N1CCC2CC1c1cc(Cl)ccc12 (stereo not given)	72%[activator]	6%
CCCN1CCC(C)(C(=O)Nc2ccccc2Oc2ccccc2)C1 (stereo not given)	-4%	-2%
O=C(CNc1cccc([N+](=O)[O-])c1)NC(=O)NC1CCCCC1	6%	-5%
C[C@@H]1CN([C@H](C)CO)C(=O)c2cc(NC(=O)Cc3ccccc3)ccc2O[C@H]1CN(C)Cc1ccc(Oc2ccccc2)cc1	9%	9%
Cc1ccccc1OCC(=O)OCC(=O)NCC1CCCCC1	1%	4%
O=C1c2ccccc2C(c2nc3ccccc3[nH]2)N1c1ccccn1 (stereo not given)	7%	-6%
CCC(CO)Nc1ccn2nc(-c3cccc(Cl)c3)cc2n1 (stereo not given)	6%	4%
O=C(COC(=O)c1ccc(Cl)nc1)NCCc1ccccc1	6%	5%
CCc1cccc(CC)c1N1C(=O)COCC1=O	-11%	4%
O=C(COC(=O)c1ccco1)Nc1cccc(S(=O)(=O)N2CCOCC2)c1	-5%	5%
O=C(NCC(O)c1ccc([N+](=O)[O-])cc1)C1=COCCO1 (stereo not given)	-4%	-8%
COc1ccccc1N1CCN(C(=O)CCCn2c(=S)[nH]c3ccccc3c2=O)CC1	26%	-10%
C[C@@H]1CN([C@H](C)CO)C(=O)CCCn2cc(nn2)CO[C@H]1CN(C)S(=O)(=O)c1ccc(C#N)cc1	-7%	-4%
COc1ccc2c(c1)C(O)C(CO)C(C(=O)O)C2 (stereo not given)	6%	-5%
CCC(=O)C(CCN1CCOCC1)(c1ccccc1)c1ccccc1	-7%	10%
COCOc1ccc(-c2oc3c(C/C=C(\C)CCC=C(C)C)ccc(O)c3c(=O)c2OCOC)c(OCOC)c1	-4%	0%
CC(=O)c1c(C)[nH]c(C(=O)COC(=O)c2c(-c3ccccc3)noc2C)c1C	1%	-5%
S=P(NCCSCc1ccccc1)(N1CC1)N1CC1	36%[activator]	-3%
CCOC(=O)C1CCN(C(=O)COC(=O)CNS(=O)(=O)c2ccc(SC)c([N+](=O)[O-])c2)CC1	-1%	1%
CN1CCCN(C(=O)CNC(=O)c2ccc(Cl)cc2Cl)CC1	1%	2%
Cc1nc(C(F)(F)F)ccc1C(=O)N1CCC1(C)C(=O)NS(=O)(=O)c1ccc(Cl)cc1 (stereo not given)	-4%	1%
COc1ccc(C(=O)Nc2cccc(S(=O)(=O)NCc3ccco3)c2)cc1	-17%	-5%
O=C(O)C(=Cc1cccc([N+](=O)[O-])c1)c1ccccc1	-4%	6%
CCOC(=O)N1CCN(C(=O)COC(=O)c2cc(C)ccc2C)CC1	2%	0%
Cc1nccn1CC(=O)c1ccccc1	-6%	-4%
COc1cc2cnc(C3=CCCCC3)cc2cc1OC	-6%	-1%
O=c1[nH]c(=S)[nH]c2c1C(c1cccc(C(F)(F)F)c1)OC(CCc1ccccc1)C2 (stereo not given)	84%[activator]	2%
CC(C)N(C(=O)[C@H]1C[C@H](CC(=O)NCCCn2ccnc2)C(=O)N2CCc3c([nH]c4cc(CCC(=O)N(C)C)ccc34)[C@]12C)C(C)C	-7%	0%
CSc1ccccc1NC(=O)COC(=O)c1ccc(-n2nc(C)cc2C)cc1	3%	-5%
Cc1cn(C2CCCCO2)c(=O)nc1NO (stereo not given)	12%	0%
CCN1C(=O)[C@H]2[C@@H](c3ccccc3)N[C@]3(CCCN(Cc4ccc(C)cc4)C3=O)[C@H]2C1=O	-3%	1%
C[C@H](CO)N1C[C@H](C)[C@H](CN(C)C(=O)Nc2ccc3c(c2)OCO3)Oc2ncc(Br)cc2C1=O	-2%	-4%
CC(C)(C)OC(=O)N1CCCC(C(=O)Nc2cccc(C(=O)NCCCCc3ccccc3)c2)C1 (stereo not given)	0%	1%
O=C(NCc1cccc(C(F)(F)F)c1)c1ccc2sc([C@@H]3O[C@H](CO)[C@@H](O)[C@H]3O)nc2c1	40%[activator]	9%
CC1O[C@@H](OC2C(O)C(C)O[C@H](OC(=O)[C@]34CCC(C)(C)C[C@H]3C3=CCC5[C@@]6(C)CC(O)C(O[C@@H]7OC(CO)C(O)[C@@H](O)[C@@H]7O)[C@@](C)(C(=O)O)C6CC[C@@]5(C)[C@]3(CO)CC4)C2O[C@H]2OC(C)[C@@H](O[C@@H]3OCC(O[C@@H]4OC(CO)C(O)[C@H](O)C4O)[C@@H](O)[C@@H]3O)[C@H](O)C2O)C(O)C(O)C1O (stereo not given in full)	0%	-1%
CS(=O)(=O)N(CC(=O)N1CCc2ccccc2C1)c1cccc(Br)c1	-8%	-11%
NC(Cc1ccc(C(F)(F)F)cc1)c1csc(Nc2ccc(C(=O)NCc3ccco3)cn2)n1 (stereo not given)	67%[activator]	2%
Cc1[nH]c(=O)[nH]c(=O)c1NC(=O)c1ccccc1[N+](=O)[O-]	0%	-1%
CC(=O)NCCNc1nc2cc(-c3ccc(Cl)cc3C)sc2c(=O)n1C	-12%	-1%
O=C(c1ccc(F)cc1)N1CCC(C(=O)N2CCCc3ccccc32)CC1	-1%	1%
CC(=O)Nc1cc(-c2cccc(F)c2)cn2c(-c3ccc(F)cc3)cnc12	40%[activator]	2%
CN(c1cc2c(c3c1ccn3C)C1CCC2C1)C1CCCCC1 (stereo not given)	16µM*	-3%
Cc1cc(C)cc(Cn2c(C)c(C(=O)N(C)Cc3ccc(F)cc3)sc2=O)c1	-13%	0%
COc1ccc(NC(=O)c2cc(C3CCCCN3C(=O)OCC(C)C)on2)c(C)c1 (stereo not given)	2%	0%
Cc1cc2cc(C)c3nnc(SCC(=O)N4CCN(C(=O)c5ccco5)CC4)n3c2cc1C	-3%	-3%
CC12CCC(=O)C=C1CCC1C2CCC2(C)C1CC1C3C(=O)N(Cc4ccccc4)C(=O)C3CC(=O)C12 (stereo not given)	-2%	2%
O=C(Nc1oc2ccccc2c(=O)c1-c1ccc2c(c1)OCO2)c1ccco1	0%	-9%
O=c1ccc2ccccc2c2ccccc12	8%	-2%
Cc1cc(C(=O)N2CCC2(C)C(=O)NCC(C)(C)C)nn1C (stereo not given)	13%	1%
OC(c1cccc(CN2CCCCC2)c1)c1ncc(-c2cccc(C(F)(F)F)c2)[nH]1 (stereo not given)	-5%	-5%
CC1(C)CN=C(c2ccccc2)NC1	-3%	-5%
O=Nc1c(O)cc(O)c2ccccc12	153%[activator]	-2%
Nc1cccnc1S(=O)(=O)c1cccc(C(F)(F)F)c1	-4%	4%
CCCCn1c(N)c(N(C(=O)CSc2nnnn2-c2ccc(C)cc2)C2CCCC2)c(=O)[nH]c1=O	-5%	-9%
COc1ccc(NC(=O)COC(=O)CCC2CCCCC2)cc1	3%	1%
Cc1ccc(C=C2SC(=S)N(CCCC(=O)Nc3cccc(C(=O)O)c3)C2=O)cc1	-1%	-2%

(further entries)
SMILES	AMA1 RON2 block	TbPYK inhibitor
COc1cc(OC)cc(C(=O)N[C@H](C(=O)Nc2c(C)n(C)n(-c3ccccc3)c2=O)C(C)C)c1	5%	3%
CCN(C[C@H]1N[C@@](C)(C(=O)OC)[C@H]2C(=O)N(Cc3ccccc3)C(=O)[C@@H]12)S(=O)(=O)c1ccc(C(C)(C)C)cc1	-2%	2%
C=CCn1c(=O)/c(=C/c2ccsc2)s/c1=C(\C#N)C(=O)NCCN1CCOCC1	-17%	-7%
C=CC1(C)CN(Cc2ccco2)S(=O)(=O)c2c(F)cccc2O1 (stereo not given)	-12%	-4%
Nc1nc2ncccc2cc1C(=O)NCCc1cccs1	10%	3%
CC(C)N(Cc1ccccc1)C(=O)COC(=O)c1cc(S(=O)(=O)N(C)C)ccc1N1CCCC1	9%	-6%
COc1ccc([C@H]2C[C@H](n3cc(-c4ccc(F)cc4)nn3)[C@@H](O)CN2C(=O)C2CCCCC2)cc1	-2%	0%
CS(=O)(=O)Nc1ccc2c(c1)[C@@H]1C[C@@H](CC(=O)NCc3cccnc3)O[C@H](CO)[C@@H]1O2	-2%	13%
CC(CCC(=O)NN)C1CCC2C3CCC4CC(O)CCC4(C)C3CCC12C (stereo not given)	9%	1%
O=C(O)c1ccccc1-c1ccc([N+](=O)[O-])cc1Cl	3%	-3%
O=C(CC(=O)c1ccccn1)c1ccccc1	44%[activator]	-23%
Cc1ccc(F)cc1C(=O)N1CCCC(c2cc(C(=O)Nc3ccccc3Cl)no2)C1 (stereo not given)	-3%	4%

The final 3 records of the section before lead into the next.
SMILES	AMA1 RON2 block	TbPYK inhibitor
O=C(O)c1ccccc1-c1ccc([N+](=O)[O-])cc1Cl	3%	-3%
O=C(CC(=O)c1ccccn1)c1ccccc1	44%[activator]	-23%
Cc1ccc(F)cc1C(=O)N1CCCC(c2cc(C(=O)Nc3ccccc3Cl)no2)C1 (stereo not given)	-3%	4%
CCN(CC)C(=O)C1=C(C)N(Cc2ccc(C(C)(C)C)cc2)C(=O)C(CC(=O)NCCc2ccccn2)C1 (stereo not given)	5%	1%
CCCCn1nnnc1C(c1ccccc1)N1CCN(CCN2CCOCC2)CC1 (stereo not given)	11%	-2%
CCOC(=O)c1ccc(S(=O)(=O)Nc2cc(S(=O)(=O)Nc3ccc(OC)cc3)ccc2O)cc1	42%[activator]	4%
CC1NC(=O)NC(=O)C1Br (stereo not given)	0%	-3%
O=C(NCc1ccccc1)C1=C[C@H](C2CCCCC2)C[C@H](OCCCCO)O1	16%	-1%
CN1CCN(C(=O)CCN2C(=O)/C(=C\c3ccc(F)cc3)SC2=S)CC1	0%	1%
COc1ccc(C)cc1NC(=O)COC(=O)Cc1c[nH]c2ccccc12	-5%	-1%
COc1ccccc1-c1csc(C(O)c2ccc(F)cc2)n1 (stereo not given)	-4%	2%
COc1ccc(N(CC(=O)NCC2CCCO2)C(=O)CCC(=O)Nc2nccs2)cc1 (stereo not given)	-7%	-19%
Cc1cc(C)nc(NN=CC2=C(N3CCOCC3)/C(=C/c3ccc(Cl)cc3)CC2)n1	56%[activator]	3%
CC(C)(O)c1cc2ccccc2c(=O)o1	5%	0%
CCOC(=O)C1=CCN(S(=O)(=O)c2ccccc2F)C1c1ccc(F)cc1 (stereo not given)	5%	-13%

Filtered by structure, those above containing an aryl thioether with sulfur outside any ring (5)
SMILES	AMA1 RON2 block	TbPYK inhibitor
COc1ccc2sc(-c3ccccc3OC)c(-c3ccc(SC)cc3)c2c1	-18%	-1%
CCOC(=O)C1CCN(C(=O)COC(=O)CNS(=O)(=O)c2ccc(SC)c([N+](=O)[O-])c2)CC1	-1%	1%
CSc1ccccc1NC(=O)COC(=O)c1ccc(-n2nc(C)cc2C)cc1	3%	-5%
Cc1cc2cc(C)c3nnc(SCC(=O)N4CCN(C(=O)c5ccco5)CC4)n3c2cc1C	-3%	-3%
CCCCn1c(N)c(N(C(=O)CSc2nnnn2-c2ccc(C)cc2)C2CCCC2)c(=O)[nH]c1=O	-5%	-9%

(continued)
SMILES	AMA1 RON2 block	TbPYK inhibitor
COc1ccc(CC(=O)Nc2cc(F)ccc2F)cc1S(=O)(=O)N1CCOCC1	-2%	1%
CC(C)=C(C)c1cc2nc(NCCCN(C)C)n(C)c(=O)c2s1	-11%	-2%
O=C(NN1C(=O)NC2(CCCCC2)C1=O)c1cccs1	2%	5%
COC(=O)N(C)C[C@@H]1OCc2cnnn2CCCC(=O)N([C@H](C)CO)C[C@H]1C	3%	4%
CC1(Oc2ccccc2-c2ccno2)CCN(Cc2ccc(-c3ccccc3)o2)C1 (stereo not given)	-20%	1%
CCCCOc1ccc(S(=O)(=O)NC(=O)C2(C)CCN2C(=O)CCc2ccccc2)cc1 (stereo not given)	-4%	-25%
O=C(O)c1ccc(NC2=C/C(=N/S(=O)(=O)c3cccs3)c3ccccc3C2=O)cc1	?	-10%
CCOc1c(Cl)cc(CNCC(C)C)cc1Cl	2%	4%
CN(C)c1ccc(-c2csc(C(O)(c3ccccc3)C(F)(F)F)n2)cc1 (stereo not given)	?	5%
COc1cccc(CNc2nc(NCC3CC3)nc3ccsc23)c1	-13%	-4%
Nc1c(/C=C2/C=CC(=O)C(O)=C2)c(=O)nc2sc(CC(=O)N3CCOCC3)nn12	-9%	-2%
CC1(Cc2ccc(F)cc2)C(=O)Nc2c(Cl)cccc21 (stereo not given)	4%	-10%
COC(=O)N(C)C[C@@H]1OCc2cn(nn2)CCCC(=O)N([C@@H](C)CO)C[C@H]1C	12%	-1%
CC1CN(C(=O)c2cccc(NS(=O)(=O)c3ccc(Br)cc3)c2)CC(C)O1 (stereo not given)	9%	-11%
O=C(NCC(=O)N1CCCC(C(F)(F)F)C1)c1cccs1 (stereo not given)	98%[activator]	2%
C=CCC[C@@H](Cc1ccc(F)cc1)C(=O)OC[C@@H](NC(=O)[C@H](CC=C)CC(=O)NCCO)C(C)(C)C	-5%	2%
O=C(COC(=O)COc1ccccc1)Nc1cccnc1Cl	-7%	-1%
CCN(CC)CCSc1nc2c([nH]1)c(=S)n(C)c(=O)n2C	46%[activator]	0%
